Bioassay records deposited in PubChem BioAssay by several laboratories.
RGS4-Gao reg: modulators of RGS4 binding to Galphao, primary screen, biochemical, multiplexed bead flow cytometry; Guanine nucleotide-binding protein G(o) subunit alpha (Homo sapiens), P09471; binding response (% of control), % at 10 µM; AID 1415, 2008; actives 0.33% (n = 220,000); actives lie on both sides; in the data active = binding response below about 49% or above about 150%; inactive = in between;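 also: fluorescent Galphao activated with aluminum fluoride binding bead-coupled RGS4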
Bcl-2 Bim block: inhibitors of Bim-Bcl-2 binding, primary screen, biochemical, multiplexed, human Bcl-2 family | Apoptosis regulator Bcl-2 (Homo sapiens), P10415 | Bead-based flow cytometry, Bim peptide-Bcl-2 binding | inhibition, % at 10 µM | actives 0.06% (n = 190,000) | AID 950, 2007; in the data active = inhibition above about 40%; inconclusive = no clear call, values can overlap the other calls;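 also: 0% = no compound wells with probe peptide and 100% = reference peptide inhibitor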
RGS7-Gao: RGS7-Galphao binding modulators, primary screen, biochemical, multiplexed bead flow cytometry. Guanine nucleotide-binding protein G(o) subunit alpha (Homo sapiens), P09471. actives lie on both sides. binding response (% of control), % at 10 µM. actives 0.35% (n = 220,000). AID 1439, 2008; in the data active = binding response below about 49% or above about 150%; inconclusive = no clear call, values can overlap the other calls; inactive = in between;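 also: fluorescent Galphao held in activated GDP-AlF4 state binding bead-coupled RGS7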
Bim-Bcl-W: inhibitors of Bim binding to Bcl-W, primary screen, biochemical, multiplexed, bead-based flow cytometry; Bcl-2-like protein 2 (Homo sapiens), Q92843; Bim peptide-Bcl-W binding; inhibition, % at 10 µM; actives 0.02% (n = 190,000); AID 952, 2007;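 also: 0% = bound tracer without compound and 100% = peptide blocker; higher means less fluorescent Bim peptide bound to Bcl-W beads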
Target sequence (Q92843 whole entry, looked up): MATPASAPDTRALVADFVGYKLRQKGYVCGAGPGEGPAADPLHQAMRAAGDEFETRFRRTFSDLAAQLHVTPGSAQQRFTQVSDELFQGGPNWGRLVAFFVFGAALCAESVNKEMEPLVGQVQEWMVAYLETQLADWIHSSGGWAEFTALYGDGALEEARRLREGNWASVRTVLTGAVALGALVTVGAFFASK
Bim-Bcl-B: inhibitors of Bim-Bcl-B binding, primary screen, biochemical, multiplexed, human Bcl-2 family. Bcl-2-like protein 10 (Homo sapiens), Q9HD36. bead-based flow cytometry, Bim peptide-Bcl-B binding. inhibition, % at 10 µM. actives 0.073% (n = 190,000);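 also: 0% = tracer peptide without compound and 100% = reference inhibitor peptide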
GSH fluor: compound fluorescence on glutathione beads, profiling panel, artefact control, biophysical, 488/530 nm, flow cytometry; GSH beads flow cytometry, compound fluorescence 488/530 nm; hits give high values; fluorescence (KMESF) at 10 µM; actives 0.25% (n = 190,000); AID 1776, 2009; in the data active = fluorescence above about 89;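 also: glutathione beads carrying GST-tagged Bcl family fusion proteins plus one bare bead set; values are compound well signal with DMSO vehicle wells as background; inactives centre near 16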
RGS8-Gao: RGS8-Galphao binding modulators, primary screen, biochemical, multiplexed bead flow cytometry | Guanine nucleotide-binding protein G(o) subunit alpha (Homo sapiens), P09471 | actives lie on both sides | response (percent of control binding), % at 10 µM | actives 0.34% (n = 220,000) | AID 1423, 2008; in the data active = response below about 60% or above about 140%; inactive = in between;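 also: Galphao activated as the GDP aluminium fluoride complex binding bead-coupled RGS8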
Mcl-1 Bim block: inhibitors of Bim peptide binding to Mcl-1, primary screen, biochemical, bead-based flow cytometry, multiplex; inhibition, % at 10 µM; actives 0.1% (n = 190,000); AID 1009, 2008; Bim peptide-Mcl-1 binding; Induced myeloid leukemia cell differentiation protein Mcl-1 (Homo sapiens), Q07820;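 also: 0% = no compound tracer wells and 100% = peptide blocker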
Target sequence (Q07820 whole entry, looked up): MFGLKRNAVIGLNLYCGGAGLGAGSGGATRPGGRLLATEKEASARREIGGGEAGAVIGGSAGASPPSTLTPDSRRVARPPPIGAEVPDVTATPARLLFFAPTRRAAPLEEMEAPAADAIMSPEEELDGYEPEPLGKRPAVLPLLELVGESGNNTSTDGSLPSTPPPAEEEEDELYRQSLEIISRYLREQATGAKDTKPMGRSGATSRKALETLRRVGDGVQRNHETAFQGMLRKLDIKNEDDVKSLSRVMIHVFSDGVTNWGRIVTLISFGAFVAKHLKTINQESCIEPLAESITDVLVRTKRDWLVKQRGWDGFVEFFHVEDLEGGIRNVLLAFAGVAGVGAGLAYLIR
Bim-Bfl-1: inhibitors of Bim binding to Bfl-1, primary screen, biochemical, multiplexed, bead-based flow cytometry; inhibition, % at 10 µM; Bim-Bfl-1 binding inhibition; actives 0.12% (n = 190,000); Bcl-2-related protein A1 (Homo sapiens), Q16548;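 also: 0% = wells without compound plus tracer and 100% = blocker peptide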
Mcl1 Bid PPI: Mcl-1/Bid binding inhibitors, primary screen, biochemical, TR-FRET, 1536-well. Induced myeloid leukemia cell differentiation protein Mcl-1 (Homo sapiens), Q07820. AID 1021, 2008. inhibition, % at 21.7 µM. actives 0.97% (n = 220,000). TR-FRET Mcl-1/Bid-Dy647 peptide binding;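 active = compounds that cut the binding signal by more than half at the single screening dose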;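 also: His-tagged Mcl-1 with europium anti-His antibody binding Bid BH3 peptide; 0% = Mcl-1 plus peptide wells and 100% = peptide-only wells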
Bim-Bcl-XL: inhibitors of Bim-Bcl-XL binding, primary screen, biochemical, multiplexed, bead flow cytometry, human Bcl-XL | Bcl-2-like protein 1 (Homo sapiens), Q07817 | Bim peptide-Bcl-XL binding, fluorescence | inhibition, % at 10 µM | actives 0.04% (n = 190,000) | AID 1007, 2008
Target sequence (Q07817 whole entry, looked up): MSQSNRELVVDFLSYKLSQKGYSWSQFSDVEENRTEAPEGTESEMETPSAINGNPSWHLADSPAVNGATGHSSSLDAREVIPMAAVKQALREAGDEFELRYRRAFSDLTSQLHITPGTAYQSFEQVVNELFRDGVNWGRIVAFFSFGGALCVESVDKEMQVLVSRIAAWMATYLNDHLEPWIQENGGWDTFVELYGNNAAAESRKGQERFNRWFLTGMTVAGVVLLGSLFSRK
* marks the source's active call; other numbers are inactive results; u = inconclusive. Rule as the data show it, unless noted: active = inhibition above about 40%.

SMILES	RGS4-Gao reg	Bcl-2 Bim block	RGS7-Gao	Bim-Bcl-W	Bim-Bcl-B	GSH fluor	RGS8-Gao	Mcl-1 Bim block	Bim-Bfl-1	Mcl1 Bid PPI	Bim-Bcl-XL
CSCC(=O)N1CCCC(C(=O)c2cc(F)ccc2F)C1 (configuration not stated)	102	-2	100	4	-1	11	103	0	-3	-67	0
O=C1c2cccc3cccc(c23)C(=O)N1OS(=O)(=O)c1ccccc1	99	-17	106	1	-11	23	101	0	-17	5	0
O=C(c1ccccc1)N(Cc1cccs1)C1CCS(=O)(=O)C1 (configuration not stated)	101	-8	95	0	-10	28	103	-2	-17	-2	-9
COc1ccccc1NC(=O)N1CCN(c2ccccn2)CC1	97	-3	99	-3	-3	14	96	-5	-3	-8	-5
O=C(Cc1cccc2ccccc12)N/N=C/c1ccc(Sc2nc3ccccc3s2)o1	100	0	99	-1	1	12	99	1	0	-11	2
CCOC(=O)NC(=O)/C(C#N)=C\Nc1sccc1C(=O)OC	97	1	99	4	-2	19	99	3	-3	-34	1
CCOc1cc(/C=N/O)cc(Br)c1OCC	95	-18	95	0	3	19	88	-1	-1	-4	0
Cc1nnc(NCCc2ccccc2)n(N)c1=O	103	-2	105	0	0	17	101	-2	1	-13	-2
CCOC(=O)c1sc2cccc(F)c2c1N	102	-8	101	-2	-3	15	90	-2	-4	-2	-2
COc1ccc(Oc2coc3cc(OC(=O)/C=C/c4ccc(F)cc4)ccc3c2=O)cc1	102	-1	103	0	-3	10	100	2	0	-7	-1
COc1ccc(/C=C/C(=O)N2CCN(S(=O)(=O)c3ccccc3)CC2)cc1OC	106	0	110	3	2	26	104	0	-1	-19	1
CC(C(=O)O)c1n[nH]c(=O)c2ccccc12 (configuration not stated)	84	0	86	-2	-2	12	91	-1	-2	-15	-1
CCCCN(C)S(=O)(=O)c1cc(Br)cc2c1N(C(=O)C1CC1)CC2	100	0	100	-1	-1	11	99	-1	-1	-25	0
COc1cc(-c2cc(=O)c3c(O)cc(O)cc3o2)ccc1O	97	1	95	7	2	20	99	4	4	-10	8
COc1c2ccoc2nc2c(OC)c(OCC(O)C(C)(C)O)ccc12 (configuration not stated)	103	-2	106	-1	0	17	105	0	0	13	3
Cc1ccc(S(=O)(=O)Nc2ccc3c(c2)CCC3)cc1	100	-6	96	-3	-8	12	99	-4	-7	-7	-5
Oc1ccc2ccccc2c1/C=N/Nc1ccccc1	102	-4	102	-2	-9	11	99	-5	1	-57	-8
Cn1c(SCc2nc3ccccc3c(=O)[nH]2)nc2ccccc21	103	-1	101	-2	-3	18	101	-1	-2	-1	1
O=C(O)CCN1C(=O)c2ccncc2C1=O	98	-9	100	0	-6	11	101	0	-7	-8	-3
CN(C)C(=O)c1ccc(-n2cccn2)nc1	93	2	88	0	-3	12	94	-2	-3	-10	0
O=C(Cc1ccc(Cl)cc1)N/N=C/c1c(Cl)cccc1Cl	85	-2	97	-2	-9	5	90	-2	0	-11	-4
CC(=O)Nc1ccccc1-c1nc2ccccc2nc1OCC(=O)c1ccc(Cl)cc1	100	-4	101	-3	-3	14	103	-2	-8	-2	-3
O=S(=O)(Nc1nc2ccccc2nc1Nc1ccc2c(c1)OCO2)c1ccccc1	100	-6	102	0	-6	12	100	0	-5	12	-3
CC(=O)Nc1c(C)ccc(CNC(=O)COc2ccc(F)cc2)c1C	111	-3	112	-1	0	13	105	0	-2	-17	1
C=CCn1c(Cc2ccc(OCC)cc2)nnc1SCC(N)=O	103	-5	100	0	-4	25	103	-1	-5	-4	-4
O=C(NCc1ccco1)c1cccc(N2CCCC2=O)c1	104	-6	100	2	-2	6	104	1	-14	-17	0
COC(=O)Cc1n[nH]c(=O)c2ccccc12	102	-12	101	2	-6	11	103	-3	-11	0	-7
Cc1c(Nc2cc(N3CCOCC3)c3nonc3c2[N+](=O)[O-])c(=O)n(-c2ccccc2)n1C	93	-1	u	-4	-6	16	98	-2	-5	-27	-4
Fc1ccc(CSc2nc3ccccc3[nH]2)cc1	93	-4	89	-2	-2	74	94	0	-8	-19	-2
O=C(NCCN1CCN(c2ccccc2)CC1)c1cccc(Br)c1	101	-8	98	0	-3	21	104	-1	-10	-23	0
COc1ccc(Cl)cc1NC(=O)NC(C)C	99	1	u	2	0	19	101	3	-1	-24	-1
COc1ccc(N(CC(=O)N2CCc3ccccc32)S(=O)(=O)c2c(C)n[nH]c2C)cc1	101	-18	100	-7	-11	26	101	-7	-25	-11	-10
CN=CC1=C(O)C(C(=O)OC)C(C)(C)CC1=O (configuration not stated)	103	1	104	-1	4	13	101	0	5	-7	-3
C(=C\c1ccccc1)/CNCC1CCCO1 (configuration not stated)	100	-1	98	-1	-6	22	104	0	-6	-6	-2
O=C(COC(=O)c1ccccc1)NCc1ccco1	93	-7	104	0	-2	16	104	0	-3	-18	-4
Cc1ccc2oc(=O)n(CCOc3ccccc3C)c2c1	104	0	100	0	-2	14	114	-2	-2	-1	-1
COc1ccc(-n2cc(CN(C)CCO)c(-c3cccc(F)c3)n2)cc1	94	-4	95	-2	-3	11	97	-1	-2	-7	-5
COc1ccc(C(c2c[nH]c3ccccc23)c2c[nH]c3ccccc23)cc1O	104	-6	103	2	-4	13	104	2	-3	-31	-1
CCCCN1C(=O)NC(NS(=O)(=O)c2ccc(N)cc2)(C(F)(F)F)C1=O (configuration not stated)	104	-4	104	0	-8	57	101	-2	-7	1	0
Cc1cc(Nc2cccc(O)c2)c2ccccc2n1	100	6	99	9	11	17	100	8	3	-29	10
CN1/C(=C/C=N/n2cnnc2)C(C)(C)c2ccccc21	97	-8	95	3	-4	11	97	4	-3	-9	0
CN(C)c1ccc(-c2nn3c(-c4ccc(Cl)cc4Cl)nnc3s2)cc1	102	-8	102	3	-8	5	103	-5	-5	93*	-4
Cc1nn(C)c(C)c1N1C(=O)c2cccc3c(Br)ccc(c23)C1=O	104	10	107	0	0	22	103	0	1	-12	7
CCC(C)(C)NC(=O)c1cc(OC)c(OC)cc1[N+](=O)[O-]	100	-13	103	1	-10	15	102	-3	-11	-10	-3
NC(=O)NCc1cccs1	92	1	94	-2	2	12	84	0	5	0	-2
Cc1oc2c(CN3CCCC3)c(O)ccc2c(=O)c1Oc1ccccc1Br	100	0	100	-1	-6	27	100	-2	-4	-26	-3
CCOC(=O)N1CCN(C(=O)CSc2nnc(-c3cc(OC)cc(OC)c3)o2)CC1	100	-4	103	2	-6	12	103	-2	-15	-23	-5
